Bioassay records (PubChem)
mHTT-CaM PPI inh = mutant huntingtin-calmodulin interaction inhibitors – biochemical, AlphaScreen, primary screen; P42858; AlphaScreen His-mHTT/GST-CaM binding, luminescence; inhibition, % at 15 µM; 190,000 compounds, 3.6% hits; AID 1671202, 2021;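 further: 0% = both proteins with DMSO and 100% = one protein alone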
Pf apPOL inh = Pf-apPOL inhibitors, biochemical, fluorescence; Plasmodium falciparum apicoplast DNA polymerase (apPOL); Recombinant Pf-apPOL, molecular beacon fluorescence, 1.5 h; inhibition, % at 10 µM; 210,000 compounds, 0.25% hits; AID 1794808, 2022
The depositor's hits bear a star; / = no result given; & = joins results of further samples. No stated cut-off is given here; in the data, active means inhibition above about 50%; inactive means the rest.

SMILES | mHTT-CaM PPI inh | Pf apPOL inh
Cc1cc(/C=C2/SC(=N)NC2=O)c(C)n1-c1cccnc1 | 21 | -8
O=C(c1ccc([N+](=O)[O-])cc1)N1CCN(CCO)CC1 | -4 | -3
O=C(Cn1c(=O)n(-c2ccc(F)cc2)c2ncccc21)NC1CCCC1 | -2 | 1
COc1cc(OC)cc(C2=N/C(=C\c3ccc(OC)c(OC)c3)C(=O)O2)c1 | 26 | -3
CCC(=O)Oc1ccc2c(c1)OC(=Cc1sccc1C)C2=O | 8 | -2
COCc1cc(C)nc2sc(C#N)c(N)c12 | 3 | -18
O=C(Cn1ccc2ccccc21)Nc1ccc2cn[nH]c2c1 | 14 | 2
Cc1nc(-c2ccc(C(=O)NC(C)C)cc2)no1 | 1 | -2
Cc1nn(C)c(C)c1CCCN(C)C(=O)c1ccnc(N2CCNC(c3ccccc3)C2)c1 (centres undefined) | 0 | -7
O=C(NC1CCCCC1)c1ccc(I)cc1 | 2 | -8
O=C1OC(C(=O)Nc2cccc([N+](=O)[O-])c2)Cc2ccccc21 (centres undefined) | -9 | 2
COCCCNC(=O)NC1(C(F)(F)F)Oc2ccccc2O1 | -3 | -2
CCOCCCNC(=O)CSc1nc2nc(C)c(Cc3ccc(C)cc3)c(C)n2n1 | 6 | -5
COc1cccc(Cn2c(Oc3cccc(OC)c3)nc3c2c(=O)n(C)c(=O)n3C)c1 | -1 | 6
Cc1ccc(-c2cc(C(F)(F)F)c(C#N)c(SCC(=O)O)n2)cc1 | -6 | -3
O=C(NCc1ccc(F)cc1)c1c(O)c2cccc3c2n(c1=O)CC3 | 3 | -13
CSCCC(C)(O)CNC(=O)C1(c2cccs2)CCCC1 (centres undefined) | 1 | -1
CCc1nc2c(NS(=O)(=O)C(C)C)cccn2n1 | -2 | 0
CCCS(=O)(=O)NCc1nnnn1C1CCCCC1 | -17 | -4
N=c1c(C(=O)NCc2cccnc2)cc2c(=O)n3ccccc3nc2n1Cc1ccco1 | 4 | -8
COC(=O)c1noc(C)c1-c1ccnn1C(=O)c1ccc(C)cc1 | / | -4
COCCC1CCN(C(=O)c2ccco2)CC1 | -2 | -12
COc1cc(OC)c(OC)cc1/C=C1\N=C(c2ccc(F)cc2)OC1=O | 8 | -3
COc1ccc(Nc2ncc3c(n2)CCN(Cc2cccc(C)c2)C3)cc1 | 20 | 1
Cc1nc(OCC(=O)Nc2ccccc2Cl)c2ccccc2n1 | 1 | -4
CCCCCNC(=O)c1ccc2c(c1)ncn2-c1cccc(F)c1 | 3 | 30
CCc1noc(C2(NC(=O)C3CCCC3)CCCCC2)n1 | -9 | 0
COc1cc(-c2nc3sc4c(c3c(=O)[nH]2)CCCC4)cc([N+](=O)[O-])c1O | 32 | -4
COCc1nn(CC2CC2)c2c1CN(C(=O)c1sccc1C)CC2 | 3 | -5
C=CCNc1nnc(-c2ccc(C)cc2)s1 | 6 | -1
O=C(NCCN1CCOCC1)c1cc2cn(C3CC3)cc2s1 | 2 | 0
O=C(CSCc1ccccc1)NC1Cc2ccccc2C1 | / | -12&-8
O=S(=O)(c1cccc2nonc12)N1CCCN(CCc2ccccc2)CC1 | / | -16
CCc1ccc(OCC(O)CN2CCN(c3ccc(F)cc3)CC2)cc1 (centres undefined) | 16 | -4
N#Cc1c(N)n(-c2cccc(F)c2)c2nc3ccccc3nc12 | 0 | 8
O=C(NCc1ccc(F)cc1)C1CCn2c(nc3ccccc32)C1 (centres undefined) | 8 | 2
CCCCC(=O)N1CCc2c(c(-c3nnc(SC)n3C)nn2C)C1 | 2 | -2
Cc1cc(Cl)c(OCCOCCN2CCNCC2)c(Cl)c1 | -9 | -6
O=C(NCCc1ccccc1)N1CCn2cccc2C1Cc1ccccc1 (centres undefined) | 32 | -7
Cc1cccc(N2C(=O)CC(N3CCN(c4cccc(Cl)c4)CC3)C2=O)c1 (centres undefined) | -4 | -13
Cc1ccc(-c2nnc(-c3cccnc3N3CCC(C)CC3)o2)cc1 | -152 | -2
O=C(COc1ccccc1)N1N=C(c2ccc(Cl)cc2)CC1(O)C(F)(F)F (centres undefined) | 26 | -2
CC(C)(C)C1=CC(=O)c2c(ccc(C(C)(C)C)c2O)C1=O | 58* | 3
NS(=O)(=O)c1ccc(NC(=O)C(Sc2ccccc2)c2ccccc2)cc1 (centres undefined) | 30 | -10
O=C(Cc1ccccc1F)N1CCC(COc2ccc(C(=O)N3CCOCC3)cc2)CC1 | 4 | 1
Cc1ccc(S(=O)(=O)Nc2cc(C(=O)NCc3ccccn3)ccc2N2CCCC2)cc1 | 31 | -15
CC(=O)Nc1sc(C)c(C)c1C(N)=O | -13 | /
C[C@@H](c1ccccc1)N1C[C@@H](COCc2ccccc2)Oc2cc(N3CC[C@@H](N(C)C)C3)ccc2S1(=O)=O | 100* | -4
NC(N)=NNC(=O)C=CC(=O)O | / | -6
Cc1ccc(/C=C/C2=NC(=C/c3ccc(C)cc3)/C(=O)O2)cc1 | 7 | 0
O=C(Nc1ccc(NC(=O)c2sc3ccccc3c2Cl)cc1)c1ccccc1 | -3 | 3
CCN1CCCc2cc(C(=O)NCc3ccccc3OC)sc21 | 22 | -6
O=C(c1ccccc1Cl)N1CCN(C(C(=O)N2CCCCC2)C2CCCC2)CC1 (centres undefined) | 10 | -4
Cc1ccccc1N1CCN(C(=O)c2cn3c(n2)CCCC3)CC1 | 30 | -3
COc1cc(OC)c2c(-c3ccccc3)cc(=O)oc2c1C(CCN1CCCC1)c1ccc2c(c1)OCO2 (centres undefined) | 100* | -18
Cc1ncc(CO)c2cc(C(N)=O)c(=Nc3cccc(C(=O)O)c3)oc12 | 0 | 2
O=C(Nc1cc(Cl)cc(Cl)c1)Nc1cc(-c2ccccc2)[nH]n1 | / | -3
COc1cccc(-c2noc(C3CCCN3C(=O)Nc3cc(C)ccc3OC)n2)c1 (centres undefined) | 0 | -2
Cc1ccc(C(=O)NCC(=O)N2CCCc3ccccc32)s1 | -3 | 0
COc1cc(OC)cc(C2c3[nH]c4ccccc4c3CCN2C(C)=O)c1 (centres undefined) | 8 | 6

Going on with the list:
SMILES | mHTT-CaM PPI inh | Pf apPOL inh
O=C(NCCCn1ccnc1)c1ccc(N2CCCCS2(=O)=O)cc1 | -6 | -4
CC(=O)N1C(=O)C(=O)c2ccccc21 | -4 | -10
CSCCC(C(=O)O)N1C(=O)c2ccc(C(=O)O)cc2C1=O (centres undefined) | -4 | 0
COc1ccc(OC)c(/C=C2/N=C(c3ccc([N+](=O)[O-])cc3)OC2=O)c1 | -3 | -5
COc1cc(Br)cc2c1OC1(C)CC2NC(=O)N1c1ccc(Cl)cc1 (centres undefined) | 11 | 2
Cc1ccc(S(=O)(=O)N=C(CN2CCOCC2)N2CCOCC2)cc1 | -2&1 | -2&-11
O=C(NC1CCCCCC1)c1ccc(-c2cccnc2)nc1 | 2 | -1
N#Cc1ccc(C(=O)N2CCC3(CC2)NC(=O)N(Cc2ccccc2)C3=O)cc1 | 5 | -5
O=C1S/C(=C\C=C\c2ccc([N+](=O)[O-])cc2)C(=O)N1c1ccccc1 | 15 | -27
O=C(NC1(c2nc(C3CC3)no2)CCCCC1)c1ccc(Br)o1 | -7 | -1
COc1ccc(OC)c(/C=C2/N=C(c3cccc(Cl)c3Cl)OC2=O)c1 | 17 | 0
COc1ccc(OC)c(S(=O)(=O)NCc2ccc(S(N)(=O)=O)cc2)c1 | / | -6
O=C1S/C(=C\c2ccc(O)c(Cl)c2)C(=O)N1Cc1ccc(F)cc1 | 35 | -3
Cc1cc(C)c(NC(=O)CN2C(=O)NC3(CCC(C)CC3)C2=O)c(C)c1 (centres undefined) | 3 | -2
O=C(NCC1CCN(c2cc(-c3ccncc3)[nH]n2)CC1)c1ccccc1 | 1 | -7
CC(Oc1ccccc1)C(=O)NCCc1ccc(S(N)(=O)=O)cc1 (centres undefined) | 25 | 86*
O=S(=O)(Nc1ccc(C(F)(F)F)cn1)c1ccccc1 | / | 2
O=C(Cc1ccc(F)cc1)N(CCCn1ccnc1)c1nc2c(Cl)cccc2s1 | 91* | 4
COc1cccc(-c2nc(C3CCN(C(=O)c4ccc(Br)cc4)CC3)no2)c1 | 49 | 2
Cc1ccccc1C(=O)NCc1cnn2ccccc12 | -13 | -3
CCN(CC)S(=O)(=O)c1ccc2oc(C(=O)NCCc3ccc(OC)c(OC)c3)c(C)c2c1 | 8 | -6
Cc1ccn2cc(-c3ccc(Br)s3)nc2c1 | -2 | -10
CC1CCc2nn(CC(=O)Nc3cccc(Cl)c3)c(=O)cc2C1 (centres undefined) | 0 | -3
Cc1ccc2ncc(C#N)c(N3CCC(C(=O)Nc4ccc(F)cc4)CC3)c2c1 | -10 | 4
O=C(O)Cn1cc([N+](=O)[O-])nc1Cl | -7 | /
CCc1ccc(C2C(C#N)=C(N)Oc3c2c(=O)[nH]c2ccccc32)cc1 (centres undefined) | 18 | -8
c1ccc(Cn2cc(-c3noc(-c4ccccc4)n3)nn2)cc1 | -10 | -1
Cc1ccc(CNC(=O)C2CCCN(C(=O)c3ccccc3Cl)C2)o1 (centres undefined) | 31 | 6
CC1CCN(Cc2csc(N3CCN(C(=O)CSc4ccccc4)CC3)n2)CC1 | 0 | -5
O=C(NCCC1CCN(S(=O)(=O)c2ccccc2)CC1)Nc1cc(F)ccc1F | 43 | 1
O=C(COc1ccccc1F)Nc1nnc(COc2cccc3ccccc23)o1 | 56* | -140
COc1ccc(CCNC(=O)c2ccc(C3SCC(=O)N3Cc3ccccc3)cc2)cc1OC (centres undefined) | 31 | 2
CC1CCN(C(=O)c2ccc(Cn3cncn3)cc2)CC1 | -4 | 4
Cc1ccc(OCC(=O)NCc2ccncc2)cc1C | -2 | 6
O=C(NC1CCCCC1)c1ccc(-c2ccsc2)nc1 | -7 | 0
O=[N+]([O-])/C(=C1/CCCCCN1)c1c(O)ccc2c1c([N+](=O)[O-])c1n2CCCCC1 | 16 | -1
Cc1ccc(N2CC(C(=O)Nc3ccc(C)c(C)c3)CC2=O)cc1 (centres undefined) | 7 | -5
CCOC(=O)NC(=O)CC(=O)NC(=O)OCC | / | -3
OC(CN1C2=NCCN2c2ccccc21)c1ccc(Br)cc1 (centres undefined) | -8 | -20
Cc1noc(-c2nn(C)c3c2CN(C(=O)c2ccccc2)CC3)n1 | -12 | -3
Cc1cccc(OCc2nc(C(=O)NC3CC3)cs2)c1C | 5 | -4
O=C(C[C@H]1C(=O)N(Cc2ccccc2)C[C@@H]1Cc1ccccc1)Nc1ccc(Br)cc1 | 52* | 0
CCn1cc(S(=O)(=O)CC(=O)Nc2ccc(OC)cc2)c2ccccc21 | 3 | 5
Cc1ccccc1NC(=O)N1CCC2(CC1)NC(=O)c1cc(Cl)ccc1N2C | 5 | -5
COc1cccc(-c2cc(C(F)(F)F)nc(-n3nc(C)c([N+](=O)[O-])c3C)n2)c1 | -1 | -6
COCCc1noc(COC2CCN(C(=O)c3ccncc3)CC2)n1 | -2 | -6
Fc1ccc(Br)cc1C1C=C(c2cccc(Br)c2)Nc2ncnn21 (centres undefined) | 13 | -1
COc1cc(C(=O)Oc2ccc3c(c2)OC(=Cc2ccco2)C3=O)cc(OC)c1OC | 4 | -9
CCCOc1ccc(Oc2nc(N(C)C)nc(N(C)C)n2)nn1 | 0 | -8
Cc1cc(Oc2ccc(=O)n(C)n2)nc(Oc2ccc(=O)n(C)n2)n1 | -2 | 10
O=C(Nc1nnc(C23CC4CC(CC(C4)C2)C3)s1)c1cccs1 | 1 | -2

Compounds listed so far with a thiophene ring, fused or not (13):
SMILES | mHTT-CaM PPI inh | Pf apPOL inh
CCC(=O)Oc1ccc2c(c1)OC(=Cc1sccc1C)C2=O | 8 | -2
COCc1cc(C)nc2sc(C#N)c(N)c12 | 3 | -18
CSCCC(C)(O)CNC(=O)C1(c2cccs2)CCCC1 (centres undefined) | 1 | -1
COc1cc(-c2nc3sc4c(c3c(=O)[nH]2)CCCC4)cc([N+](=O)[O-])c1O | 32 | -4
COCc1nn(CC2CC2)c2c1CN(C(=O)c1sccc1C)CC2 | 3 | -5
O=C(NCCN1CCOCC1)c1cc2cn(C3CC3)cc2s1 | 2 | 0
CC(=O)Nc1sc(C)c(C)c1C(N)=O | -13 | /
O=C(Nc1ccc(NC(=O)c2sc3ccccc3c2Cl)cc1)c1ccccc1 | -3 | 3
CCN1CCCc2cc(C(=O)NCc3ccccc3OC)sc21 | 22 | -6
Cc1ccc(C(=O)NCC(=O)N2CCCc3ccccc32)s1 | -3 | 0
Cc1ccn2cc(-c3ccc(Br)s3)nc2c1 | -2 | -10
O=C(NC1CCCCC1)c1ccc(-c2ccsc2)nc1 | -7 | 0
O=C(Nc1nnc(C23CC4CC(CC(C4)C2)C3)s1)c1cccs1 | 1 | -2

Whole records, quoted from the list. Screens in order: mHTT-CaM PPI inh | Pf apPOL inh
Shown for CCCOc1ccc(Oc2nc(N(C)C)nc(N(C)C)n2)nn1 = 0 | -8
Shown for COc1cccc(-c2cc(C(F)(F)F)nc(-n3nc(C)c([N+](=O)[O-])c3C)n2)c1 = -1 | -6
